Bioassay records (PubChem BioAssay)
N370S GC – inhibits or activates N370S mutant glucocerebrosidase; P04062; N370S GC spleen homogenate, 4MU-glucoside fluorescence; Potency, µM (highest dose often 59.4 µM), for inactives: top-dose activity change, negative = inhibition, hits mostly inhibitors; 330,000 tested, 0.092% active; AID 2101;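 further: 0% = full enzyme activity and -100% = no enzyme basal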
TDP1 block – blocks human tyrosyl-DNA phosphodiesterase 1 | 350,000 tested, 0.28% active | recombinant TDP1, AlphaScreen DNA substrate cleavage | AID 485290 | Q9NUW8 | Potency, µM (highest dose often 130 µM), without a hit: top-dose activity change, negative = inhibition, usual class: inhibitors; further: nearly all actives have a fitted effect of over 40% in size
Target sequence (Q9NUW8 whole entry, looked up): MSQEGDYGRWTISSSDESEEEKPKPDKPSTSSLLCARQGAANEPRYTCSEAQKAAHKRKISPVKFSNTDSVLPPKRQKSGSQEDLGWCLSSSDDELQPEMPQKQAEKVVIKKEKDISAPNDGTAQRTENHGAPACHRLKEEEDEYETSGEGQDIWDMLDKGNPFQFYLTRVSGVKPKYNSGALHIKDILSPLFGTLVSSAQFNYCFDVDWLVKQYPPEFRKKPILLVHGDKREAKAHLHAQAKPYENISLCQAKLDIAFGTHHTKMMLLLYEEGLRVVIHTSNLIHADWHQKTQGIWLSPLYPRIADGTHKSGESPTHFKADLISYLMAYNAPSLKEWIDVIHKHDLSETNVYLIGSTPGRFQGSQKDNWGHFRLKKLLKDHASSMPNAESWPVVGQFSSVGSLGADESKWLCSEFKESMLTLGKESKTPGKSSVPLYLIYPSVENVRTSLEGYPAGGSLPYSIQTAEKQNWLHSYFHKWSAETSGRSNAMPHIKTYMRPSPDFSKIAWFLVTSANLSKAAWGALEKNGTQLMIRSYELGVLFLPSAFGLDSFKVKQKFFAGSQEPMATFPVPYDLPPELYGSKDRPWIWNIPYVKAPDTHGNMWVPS
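Tdp1 1 nM final; 15 min RT w/ cpd; substrate 15 nM, 5 min; beads 10 ug/ml, 10 min; AlphaScreen read. Neg ctrl: no enzyme.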
FEN1 inh – human FEN1 inhibition | P39748 | Potency, µM (doses to about 114 µM), inactives show at the top dose activity change, negative = inhibition, hits mostly inhibitors | 390,000 tested, 0.35% active | Recombinant FEN1 flap cleavage, fluorescence, 15 min | AID 588795; further: nearly all actives have a fitted effect of over 65% in size
Target sequence (P39748 whole entry, looked up): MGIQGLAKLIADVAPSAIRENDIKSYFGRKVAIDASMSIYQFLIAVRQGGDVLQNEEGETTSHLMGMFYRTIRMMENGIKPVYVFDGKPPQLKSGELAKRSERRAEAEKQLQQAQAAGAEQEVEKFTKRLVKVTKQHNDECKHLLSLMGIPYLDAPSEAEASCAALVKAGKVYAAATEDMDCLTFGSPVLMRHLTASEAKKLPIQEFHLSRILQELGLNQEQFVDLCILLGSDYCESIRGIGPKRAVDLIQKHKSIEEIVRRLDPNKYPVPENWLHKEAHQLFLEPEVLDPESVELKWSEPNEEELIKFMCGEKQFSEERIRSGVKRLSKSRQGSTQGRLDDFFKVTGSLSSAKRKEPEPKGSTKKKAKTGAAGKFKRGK
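Potency values derive from four-parameter Hill fits of normalized qHTS data. The reaction used 10 nM FEN1 preincubated 15 min at room temperature with compound, then 50 nM DNA substrate, read at 0 and 15 min.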
An asterisk follows results filed as active; u = inconclusive; x = not tested or not shown; & = joins results of further samples; [ ] = another dose, or the depositor's remark. The call rests on the fitted dose curve; in most records, active means well fitted curve in the direction sought with a large enough effect; inconclusive means small, poorly fitted or top-dose-only effect, or another doubt; inactive means no such curve, though single readings can be large; an effect the other way counts as inactive or inconclusive. Unless noted, on the % scale 0 is the no-effect control and ±100 the full control effect; potency means the concentration at half of the fitted maximal effect. Not a hit list; 0.57% or so of the library scored in one or more.

smiles	N370S GC	TDP1 block	FEN1 inh
Cc1c(NC(=O)Cn2ccc([N+](=O)[O-])n2)c(=O)n(-c2ccccc2)n1C	1%	-4%	8%
O=C(c1ccc(CS(=O)Cc2ccc(Cl)cc2)o1)N1CCN(c2cccc(Cl)c2)CC1 (stereo not given)	-4%	7%	-20%
COc1cccc(OC)c1C(=O)Nc1c(C)n(C)n(-c2ccccc2)c1=O	5%	4%	10%
COc1ccc(CCNC(=O)Cn2nnc(-c3ccc(OC)c(OC)c3)n2)cc1OC	-10%	4%	3%
CCOC(=O)c1ccc(NC(=O)Cn2cc(C(=O)c3cccs3)c3ccccc32)cc1	x	4%	-9%
CCCCC(=O)N1CCN(c2nc3ccc(Br)cc3s2)CC1	-6%	0%	7%
CCOc1ccc(-n2ccnc(SCC(=O)NCCc3ccccc3)c2=O)cc1	1%	x	0%
O=c1[nH]c(/C=C\c2ccccc2F)nc(O)c1[N+](=O)[O-]	0%	x	-14%
O=C(OCc1ccccc1)/C(=C/c1ccc(Cl)cc1)NC(=O)c1ccccc1Cl	3%	6%	28%
Cc1cc(C)n(CC(=O)Nc2ccc(N3CCOCC3)c(Cl)c2)c(=O)c1C#N	-2%	11%	-5%
O=C(CN1CCN(Cc2ccc(F)cc2)C1=O)NCc1cccs1	2%	-2%	-2%
CC[C@]12c3[nH]c4cc(-c5ccco5)ccc4c3CCN1C(=O)[C@@H](CC(=O)NC(C)(C)C)C[C@@H]2C(=O)N1CCN(C(=O)C2CC2)CC1	x	1%[56.1 µM]	1%
O=C(COc1ccc(Cl)cc1)Nc1ccc(-c2nc3ccccc3s2)c(O)c1	x	4%[12.3 µM]	4%
COc1ccc(/C=C/C(=O)N2CCN(c3ccccn3)CC2)c(OC)c1OC	2%	x	15%
O=C1c2ccccc2C(O)N1Cc1ccco1 (stereo not given)	2%	3%	-14%
Cc1ccc(NC(=O)c2cc3nc(-c4ccc5c(c4)OCO5)cc(C(F)(F)F)n3n2)cc1Cl	x	3%	5%
CCC(=O)c1ccc(OCC(=O)OC(C)C(=O)NCc2ccc3c(c2)OCO3)cc1 (stereo not given)	-4%	-3%	0%
CCCNC(=S)N1CCN(Cc2ccc3c(c2)OCO3)CC1	3%	-5%	1%
Cc1cc(C)nc(-n2nc(C)c3c(C)c(C)c(C)nc32)n1	5%	0%	x
CC(=O)c1cccc(NC(=S)NC(=O)c2ccc(C)cc2)c1	2%	2%	-3%
COc1ccc(CCNC(=O)COC(=O)COc2c(C)cc(C)cc2C)cc1OC	-18%	3%	2%
CN(CC(=O)Nc1cccc(F)c1)C(=O)C1CC(=O)N(Cc2ccco2)C1 (stereo not given)	-2%	x	-1%
COc1ccc(CNCc2cc(C)c(OC)cc2C)c(OC)c1	-11%	x	5%
CC(=O)Nc1cc(C(=O)O)ccc1S(=O)(=O)c1ccc(Cl)cc1	-20%	0%	0%
CCOC(=O)c1sc(NC(=O)c2ccccc2OC)nc1C	6%	3%	-4%

Some of these compounds in order of their number in N370S GC, highest first:
structure	N370S GC
CN(CC(=O)Nc1cccc(F)c1)C(=O)C1CC(=O)N(Cc2ccco2)C1 (stereo not given)	-2%
CCC(=O)c1ccc(OCC(=O)OC(C)C(=O)NCc2ccc3c(c2)OCO3)cc1 (stereo not given)	-4%
CCCCC(=O)N1CCN(c2nc3ccc(Br)cc3s2)CC1	-6%
CC(=O)Nc1cc(C(=O)O)ccc1S(=O)(=O)c1ccc(Cl)cc1	-20%

Next records follow.
smiles	N370S GC	TDP1 block	FEN1 inh
CCn1cc(C(C)NC(=O)COc2ccc(Cl)cc2C)c(C)n1 (stereo not given)	4%	2%	-3%
C=CCOc1nc(-c2ccncc2)nc2ccccc12	15%	6%	-1%
CCc1ccc(NC(=O)C(=O)NNC(=O)c2cccc(OC)c2)cc1	-6%	-14%	-9%
CCCc1cc(=O)[nH]c(SC(C)C(=O)Nc2ccc3c(c2)OCCO3)n1 (stereo not given)	x	1%	0%
COc1cc2c(cc1OC)[C@H](C)N(C(=O)CSc1nc(O)c(C(C)C)c(=O)[nH]1)CC2	-20%	x	-1%
COc1ccc2cc3cc(C(=O)NCCN4CCN(Cc5ccccc5)CC4)oc3nc2c1	-4%	5%	2%
O=S(=O)(Nc1cc(Cl)ccc1N1CCOCC1)c1ccccc1Cl	x	-1%[56.1 µM]	-24%
Cc1ccc(OC(C)C(=O)N=Nc2c(O)[nH]c3ccc([N+](=O)[O-])cc23)cc1 (stereo not given)	-1%	5%	-8%
O=C(Cn1ncn2c(cc3ccccc32)c1=O)NCc1ccco1	11%	-8%	2%
CCCSCCCNC(=O)Cn1cc2c(n1)CCCCC2	6%	5%	3%
COc1cc(C)c(N)cc1C(C)C	-1%	13%	-8%
CCN(CC(=O)NCc1cccs1)C(=O)c1ccc(-c2ccc(F)cc2)o1	x	2%	-2%
CCOC(OCC)P(=O)(c1ccccc1)c1ccccc1	-18%	4%	-1%
CCc1ccc(C2C(C(C)=O)=C(C(=O)OC)Nc3nnnn32)cc1 (stereo not given)	-29%	-2%	0%
Cc1nc(SCC(=O)NCC2CCCO2)[nH]c(=O)c1C (stereo not given)	2%	4%[0.505 µM]	14%
CC1CN(S(=O)(=O)N(C)C)CCN1S(=O)(=O)N(C)C (stereo not given)	0%	5%	11%
O=c1cc(CO)[nH]cc1OCc1ccccc1	-3%	-6%	2%
CCc1ccc(NC(=O)c2cc(S(=O)(=O)NC3CCCC3)ccc2F)cc1	x	5%	-9%
CC(C)(C)NS(=O)(=O)c1ccc(OCC(=O)Nc2ccc3c(c2)OCCO3)cc1	-1%	4%	-4%
Cc1ccc(NS(=O)(=O)c2c(C)nc3sccn3c2=O)cc1C	-20%	x	-3%
CC(=O)c1ccc(NC(=O)Nc2nnc(N3CCCC(C)C3)s2)cc1 (stereo not given)	x	-3%	-11%
CCCCNC(=S)N1CCN(CC)CC1	-19%	x	35%
O=C(O)C(Cc1ccccc1)N1C(=O)/C(=C/C=C/c2ccco2)SC1=S (stereo not given)	-8%	x	11µM*
CCCc1cc2c(cc1NC(=O)c1ccc(Br)cc1)OCO2	-7%[12.8 µM]	-5%	2%
COc1cc(C2CC(=O)OC3=C2C(=O)CC(C)(C)C3)cc(OC)c1OC (stereo not given)	-22%	-1%	0%

smiles	N370S GC	TDP1 block	FEN1 inh
O=C1CCCN1CN(C(=O)c1ccc2c(c1)OCO2)c1cccc(Cl)c1	5%	-4%	2%
CCOC(=O)CN1C(=O)C(O)(C2CCc3ccccc3C2=O)c2ccccc21 (stereo not given)	1%	2%	-2%
FC(F)(F)c1ccc(Cl)c(NC(=S)N/N=C/c2ccccc2Cl)c1	8%	6%	17%
Cc1cccc(OCc2nnc(N)s2)c1	6%	7%	-11%
Cc1cc(N)c2ccccc2[n+]1CCCCCCCCCC[n+]1c(C)cc(N)c2ccccc21	-16%	12%[56.1 µM]	x
Cc1c(CC(=O)O)c(=O)oc2c(C)c(OCc3ccccc3Br)ccc12	0%	x	u
CC(C)(C)c1ccc(N2C(=O)CC(C/C=C/c3ccccc3)C2=O)cc1 (stereo not given)	10%	6%	-2%
CCC(C)(C)C1CCc2c(sc(NC(=O)c3ccccc3C(=O)O)c2C#N)C1 (stereo not given)	21%	8%	-1%
Cn1cccc1Cc1nnc(SCC(=O)NCC2CCCO2)n1CCc1ccccc1 (stereo not given)	6%	7%	-16%
CCc1ccc(NC(=O)C(C)Nc2ccc(S(=O)(=O)NC(C)=O)cc2)cc1 (stereo not given)	-3%	3%	2%
CCOC(=O)N1CCN(C(=O)CNC(=O)c2nn(-c3ccc(OC)cc3)c(=O)c3ccccc23)CC1	-2%	7%	-13%
N#Cc1c(Nc2ccccc2C(F)(F)F)s[nH]c1=O	2%	-5%	-18%
CC(C)C(c1nnnn1CCc1ccccc1)N1CCC(C(N)=O)CC1 (stereo not given)	25%	0%	10%
FC(F)(F)c1cccc(NC(=S)Nc2ccc(Cl)c(Cl)c2)c1	-23%	6%	-23%
CCNS(=O)(=O)c1ccc(NC(=O)Nc2cccc(C(F)(F)F)c2)cc1	-10%	0%	-24%
CCc1nnc2c3ccccc3nc(Nc3ccc(F)c(Cl)c3)n12	x	2%	-2%
COC(=O)CCCC1=CC2=C(c3ccccc3)C(=O)C(C)(OC(=O)C3CCCC3)C(=O)C2=CN1Cc1ccc(OC)cc1 (stereo not given)	4%[12.8 µM]	9%[12.3 µM]	-7%
CCc1ccc(C2c3c(-c4cc(C)ccc4O)n[nH]c3C(=O)N2Cc2cccnc2)cc1 (stereo not given)	x	9%	-6%
CC1CCCC(C)N1/N=C/c1ccc(C(=O)O)cc1 (stereo not given)	0%	2%	-7%
Cc1nn(Cc2ccccc2)c(Cl)c1C(=O)OC1CCOC1=O (stereo not given)	3%	-4%	8%
Cc1ccccc1-n1c(-c2csc3ccccc23)n[nH]c1=S	-2%	0%	-6%
COc1cc2c(cc1OC)C(C)N(C(=O)Cc1ccc(C(F)(F)F)cc1)CC2 (stereo not given)	-5%	x	14%
COc1ccccc1NC1=C(Cl)C(=O)OC1OC(=O)c1ccco1 (stereo not given)	5%	3%	-3%
Cc1c(NS(C)(=O)=O)c(=O)n(-c2ccccc2)n1C	21%	0%	4%
Cc1ccc(-c2nn(-c3ccccc3)c3c2cnc2ccccc23)cc1C	x	7%	5%

Three compounds from above, limited to FEN1 inh and TDP1 block:
molecule	FEN1 inh	TDP1 block
CCc1nnc2c3ccccc3nc(Nc3ccc(F)c(Cl)c3)n12	-2%	2%
COC(=O)CCCC1=CC2=C(c3ccccc3)C(=O)C(C)(OC(=O)C3CCCC3)C(=O)C2=CN1Cc1ccc(OC)cc1 (stereo not given)	-7%	9%[12.3 µM]
CCc1ccc(C2c3c(-c4cc(C)ccc4O)n[nH]c3C(=O)N2Cc2cccnc2)cc1 (stereo not given)	-6%	9%

Random excerpt: 2 compounds from above.
smiles	N370S GC	TDP1 block	FEN1 inh
CC(C)C(c1nnnn1CCc1ccccc1)N1CCC(C(N)=O)CC1 (stereo not given)	25%	0%	10%
CC1CCCC(C)N1/N=C/c1ccc(C(=O)O)cc1 (stereo not given)	0%	2%	-7%

Going on with the list.
smiles	N370S GC	TDP1 block	FEN1 inh
COc1ccc(NC(=O)c2cc(S(=O)(=O)N3CCCCC3)cn2C)cc1Cl	x	5%	-5%
Clc1ccc(Cn2ncc3c(NCc4cccnc4)ncnc32)cc1	1%	3%	-3%
Cc1ccc(NC(=O)NC(=O)N(C(C)C)S(=O)(=O)c2ccc(C)cc2)cc1	11%	7%	19%
CC(NC(=O)CN(C)Cc1cccc(F)c1)c1ccccc1 (stereo not given)	-11%	x	-4%
COc1cc(N)ccc1-c1cc2ccccc2oc1=O	0%	3%	-10%
O=C(Nc1ccc(S(=O)(=O)Nc2ncccn2)cc1)c1cccc(Cl)c1	x	0%	18%
CCOC(=O)C1=C(C)C(c2ccccc2)NC(=S)N1 (stereo not given)	1%	6%	-5%
O=C(COc1cc(Cl)c(Cl)cc1Cl)NCCc1ccccn1	4%	3%	1%
CCOc1ccc(NC(=O)CN2C(=O)COc3ccc(S(=O)(=O)N4CCCCC4)cc32)cc1	u	2%	-8%
CCc1ccccc1	8%	-1%	x
COc1ccccc1/C=C/c1nc(C#N)c(N(C)C)o1	u	9%&0%	-5%&15%
CCOC(=O)c1c(C)[nH]c(C(=O)C(C)Sc2ccc(Cl)cc2)c1C (stereo not given)	12%	0%	-23%
Cc1cccc(N2CCN(c3ncnc4onc(-c5ccc(F)cc5)c34)CC2C)c1 (stereo not given)	x	-3%	-13%
CCn1c(C)nc2cc(C(=O)OC)ccc21	-24%	0%	-1%
COCCOC(=O)Cn1nnc2sc(-c3ccccc3)cc2c1=O	x	9%	2%
CCCCn1c(=O)cc(O)c2ccccc21	2%	-5%	10%
CC1CCN(C(=O)CN2C(=O)COc3ccc(Cl)cc32)CC1	-9%	1%	15%
Cc1ccnc(NC(c2ccccn2)c2c(C)[nH]c3ccccc23)c1 (stereo not given)	-1%	3%	-8%
COc1cccc(OC)c1Oc1ccc(C(F)(F)F)cn1	5%	1%	-15%
CCOc1ccccc1C(=O)Nc1cccc(-c2nc3ccccc3s2)c1	x	3%	13%
O=C(NCc1ccc2[nH]c3c(c2c1)CCCC3)c1ccc(S(=O)(=O)N2CCOCC2)cc1	4%	4%	3%
CCOC(=O)/C(C#N)=C1/C=C(C)c2ccccc2N1	1%	-10%	-16%
CCCCNC(=O)c1onc(CSc2ccccc2CC)c1C(=O)O	26%	6%	10%
Cc1ccc(NC(=O)CCSCCc2ccccn2)cc1	3%	5%&-1%	6%&-14%
O=C(NNC(=S)NC(=O)c1ccccc1)c1ccc(O)cc1	5%	x	11%
COc1ccc(C2=NOC3(CC(=O)N(c4ccc(C)cc4)C3=O)C2)cc1 (stereo not given)	12%	0%	-17%
COc1ccc(CN(C)C(=O)c2cccc(NS(=O)(=O)c3ccccc3)c2)cc1F	-13%	-5%[0.0935 µM]	0%
